High-throughput results from PubChem.
P. falciparum M17LAP = P. falciparum M17LAP inhibitors, primary screen, biochemical, fluorogenic H-Leu-NHMec substrate, 1536-well (AID 1619); recombinant M17LAP, H-Leu-NHMec fluorogenic kinetic assay; higher % means a stronger effect; inhibition, % at 30 µM, or IC50 in µM where a hit was titrated; 220,000 tested, 0.38% active;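 active = compound inhibiting the enzyme by more than half at any dose during confirmatory dose-response retesting; inconclusive = strong single-dose inhibitors picked by rank but not retested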;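 also: plate controls were full reaction with DMSO carrier for no effect and no enzyme background for full effect; strong numbers were not always called active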
ER stress rescue = protection against thapsigargin-triggered cell killing – 384-well, CSM14.1, ATP luminescence, primary screen (AID 1222). CSM14.1 thapsigargin-induced death rescue, ATP luminescence; higher % means a stronger effect. one-dose cellular ATP content (survival), % at 20 µM; EC50 in µM for titrated hits. 190,000 tested, under 10 active;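 active = EC50 below 50 µM in the dose-response confirmation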;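 also: death triggered by thapsigargin at about 15 µM added after 2 h compound pretreatment; cell ATP read after overnight thapsigargin exposure of roughly 18 to 22 hours; normalized against plate controls of thapsigargin alone and 5% DMSO vehicle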
human PMI inhibitors = MPI inhibition at elevated mannose 6-phosphate – biochemical, fluorescence intensity, high mannose 6-phosphate, primary screen (AID 1220) | recombinant PMI enzyme, coupled fluorescence intensity; higher % means a stronger effect | inhibition, % at 20 µM, or IC50 in µM where a hit was titrated | 190,000 tested, 0.66% active; in the data active = inhibition above about 50%
Salmonella PhoP GFP = inhibitors of PhoP regulon expression, primary screen, Salmonella Typhimurium, GFP reporter (AID 1863); S. Typhimurium PhoP-regulated promoter GFP reporter, 4 h; higher % means a stronger effect; inhibition, % at 50 µM, or IC50 in µM where a hit was titrated; 300,000 tested, 0.16% active;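 active = inhibition over 29.93%, a cutoff 3 SD above the screen mean, later confirmed by dose response; inconclusive = inhibition over 29.93% but no dose response follow-up; inactive = inhibition at most 29.93% or unconfirmed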;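 also: 0% = low Mg2+ inducing control and 100% = high Mg2+ repressing control; strong numbers were not always called active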
Siah-1 displacement = blockers of Siah-1 interaction with plectin peptide – biochemical, fluorescence polarization, rhodamine-plectin, uHTS, primary screen (AID 1817) | Siah-1 / rhodamine-plectin peptide fluorescence polarization; higher % means a stronger effect | one-dose displacement, % at 20 µM; IC50 in µM for titrated hits | 290,000 tested, 0.02% active;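 active = displacement of at least 50% at 20 µM, with a fluorescence ratio check between 0.3 and a set limit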;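 also: plate controls were Siah plus tracer with DMSO for no effect and tracer alone without Siah for full effect; strong numbers were not always called active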
M1AAP inhibition = P. falciparum M1AAP inhibitors, biochemical, fluorogenic H-Leu-NHMec substrate, 1536-well (AID 1445) | 220,000 tested, 0.42% active | inhibition, % at 30 µM; hits with a dose series show IC50 in µM | recombinant M1AAP, H-Leu-NHMec fluorogenic kinetic assay; higher % means a stronger effect;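 active = primary inhibition above the hit cutoff, then over 50% inhibition at one or more dose response concentrations, cut at about 23% in these data, passing the limit was not always enough; inconclusive = conflicting primary data, or primary hits not chosen for dose response; inactive = low primary inhibition, or under 50% at every dose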;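 also: plate controls were DMSO full reaction for no effect and no enzyme background for full effect; strong numbers were not always called active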
West Nile virus CPE = West Nile virus antiviral activity, cell-based, CPE readout (AID 1621) | 290,000 tested, 0.02% active | CPE inhibition, % at 10 µM, or IC50 in µM where a hit was titrated | West Nile virus-infected cells, CPE inhibition; higher % means a stronger effect; in the data active = a potency from the dose series; inconclusive = CPE inhibition mostly from about 3.7% at the one dose, without a potency; inactive = the rest, 99 in 100 with CPE inhibition below about 2.2%; also: strong numbers were not always called active
Yfh1-depleted yeast = mitochondrial function rescue without frataxin homolog – Friedreich's ataxia, plus single-dose screen, dose response (AID 1465). S. cerevisiae Yfh1-off respiration, WST-1 reduction, 72 h; higher fold induction means a stronger effect. one-dose fold induction at 50 µM; EC50 in µM for titrated hits. 220,000 tested, 0.074% active;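 active = fold induction of absorbance versus untreated yeast above a set limit, then at least 30% activation at any dose in follow-up; inconclusive = repeats straddling the limit, or above it without dose testing; inactive = fold induction below the set limit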;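 also: activators that raise dye reduction in frataxin-depleted yeast; strong numbers were not always called active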
XIAP antagonists = XIAP antagonists, biochemical, IAP family, fluorescence polarization (AID 1018). XIAP BIR domain, fluorescence polarization peptide displacement; higher % means a stronger effect. displacement, % at 20 µM, or IC50 in µM where a hit was titrated. 200,000 tested, 0.007% active; in the data active = displacement above about 50%; also: a part of the inactive calls stands beside numbers as strong as those of hits
* marks the source's active call; other numbers are inactive results; i = inactive; ? = inconclusive; / = not tested or not shown. The list is partial, so the mix of outcomes need not match the whole.

molecule	P. falciparum M17LAP	ER stress rescue	human PMI inhibitors	Salmonella PhoP GFP	Siah-1 displacement	M1AAP inhibition	West Nile virus CPE	Yfh1-depleted yeast	XIAP antagonists
O=C(c1cc(C(=O)NCc2ccccc2)c(=O)n(Cc2ccccc2)c1)c1cc(Br)ccc1O	8%	-3.8%	-6%	-5%	-7%	9%	-0.9%	i	-3.6%
Cc1cc(C=C2C(=O)NC(=O)NC2=O)c(C)n1-c1cccnc1	2%	/	/	-6%	4%	4%	0.3%	i	/
Cc1nn(C2CCOC(C)(C)C2)c2c1C(c1ccc3c(c1)OCO3)SCC(=O)N2 (centres undefined)	-7%	1.4%	-5%	12%	3%	4%	0.3%	i	-2.4%
CCN1CCN(c2ccc([N+](=O)[O-])cc2C#N)CC1	21%	2.5%	4%	1%	6%	6%	0.3%	i	-2.8%
O=C(c1ccc2c3c(cccc13)CC2)C1CCCN(Cc2ncc[nH]2)C1 (centres undefined)	/	-1.5%	1%	/	12%	/	-1.6%	i	3.1%
CC(C)C(=O)N1CCN(CCN=Cc2c(O)n(C)c(=O)n(C)c2=O)CC1	4%	3.1%	-36%	0%	0%	4%	0.9%	i	-2.3%
COc1cc(C(c2c(O)c3ccccc3oc2=O)c2c(C)n(C)n(-c3ccccc3)c2=O)ccc1O (centres undefined)	3%	0.4%	-4%	-8%	0%	13%	-0.3%	i	0.8%
O=C1NC(=O)C(CCc2ccncc2)(CCc2ccncc2)C(=O)N1Cc1ccccc1	/	2.6%	0%	/	1%	/	-1.1%	i	-0.9%
COC12C(COC(N)=O)C3=C(C(=O)C(C)=C(N)C3=O)N1CC1C2N1C (centres undefined)	4%	/	/	16µM*	-4%	1%	0.2%	i	/
CC(C)(C)c1ccc(CN2C(=O)CN=C(c3ccccc3)c3ccccc32)cc1	0%	6.8%	0%	-4%	-2%	10%	?	i	-2.8%
CCCNC(=O)c1c(N)n(Cc2ccc3c(c2)OCO3)c2nc3ccccc3nc12	-1%	/	28%	8%	3%	-1%	-0.7%	i	-0.3%
CCCC/C(=N\O)c1c[nH]c2ccccc12	-3%	1.4%	3%	2%	2%	11%	0.7%	i	-4.6%
CCOc1ccc(Cl)cc1CNCCc1ccc(F)cc1	7%	-2.2%	-8%	-8%	3%	-6%	-0.7%	i	-6.5%
N/C(=N\[N+](=O)[O-])N/N=C/c1ccc(O)cc1	11%	1.2%	4%	19%	4%	14%	0.2%	i	-2.1%
O=c1[nH]c2ccccc2o1	-3%	-3.7%	-11%	-8%	-3%	13%	0.0%	i	-6.9%
O=C(O)CCn1cc(C=C2C(=O)NC(=O)NC2=O)c(-c2cc3ccccc3oc2=O)n1	18%	-0.6%	-7%	0%	0%	7%	0.2%	i	-2.8%
O=C(Cc1ccccc1)OCn1nnc2ccccc2c1=O	-5%	-0.9%	-8%	1%	3%	5%	-0.8%	i	-4.2%
COc1ccc(-n2c(/C=C3\C(=O)Nc4ccccc43)nc3ccccc3c2=O)cc1	-11%	-0.5%	-10%	2%	1%	-2%	0.6%	i	-9.4%
O=P(OCC(F)(F)C(F)F)(N1CCOCC1)N1CCOCC1	0%	-1.6%	1%	3%	4%	-3%	0.1%	i	-2.6%
Cn1c(O)c(C=NCc2ccco2)c(=O)n(C)c1=O	8%	0.0%	-2%	-2%	1%	0%	-0.1%	i	-1.3%
O=C1C2CCN(CC2)C1Cc1ccccc1O (centres undefined)	2%	-1.9%	-1%	19%	-1%	-8%	0.1%	i	-4.8%
C=C(c1ccccc1)P(=O)(O)O	0%	-2.9%	-10%	9%	18%	-3%	-0.3%	i	-1.4%
C=CCOC(=O)C1=C(C)OC(N)=C(C(=O)OCC)C12C(=O)N(CC(N)=O)c1ccccc12 (centres undefined)	-13%	-2.4%	1%	-1%	-2%	6%	0.4%	i	-2.8%
CCOC(=O)c1c(C)n(COCCO)c2ccc(O)cc12	0%	-0.3%	12%	-5%	-2%	4%	/	i	-2.6%
Cc1ccsc1C(=O)C1CCCN(CCO)C1 (centres undefined)	-1%	-1.7%	6%	0%	0%	2%	-0.2%	i	-0.7%
COc1ccccc1-n1c(CNCC2CCCO2)nc2ccccc2c1=O (centres undefined)	-4%	1.5%	-2%	-9%	8%	9%	0.0%	i	-12%
O=[N+]([O-])c1ccc(Nc2ccccc2)cc1	-24%	1.0%	6%	24%	-4%	8%	-0.5%	i	-9.1%
CCCOC(=O)C1C2c3ccccc3C(c3ccccc32)C1C(=O)O (centres undefined)	7%	2.1%	-4%	10%	6%	0%	0.6%	i	-4.4%

A section from further up, as a working copy:
molecule	P. falciparum M17LAP	ER stress rescue	human PMI inhibitors	Salmonella PhoP GFP	Siah-1 displacement	M1AAP inhibition	West Nile virus CPE	Yfh1-depleted yeast	XIAP antagonists
O=C(Cc1ccccc1)OCn1nnc2ccccc2c1=O	-5%	-0.9%	-8%	1%	3%	5%	-0.8%	i	-4.2%
COc1ccc(-n2c(/C=C3\C(=O)Nc4ccccc43)nc3ccccc3c2=O)cc1	-11%	-0.5%	-10%	2%	1%	-2%	0.6%	i	-9.4%

Compound profiles, from the list above.
Entry for CCOc1ccc(Cl)cc1CNCCc1ccc(F)cc1 → P. falciparum M17LAP = 7%; ER stress rescue = -2.2%; human PMI inhibitors = -8%; Salmonella PhoP GFP = -8%; Siah-1 displacement = 3%; M1AAP inhibition = -6%; West Nile virus CPE = -0.7%; Yfh1-depleted yeast = i; XIAP antagonists = -6.5%
Entry for COC12C(COC(N)=O)C3=C(C(=O)C(C)=C(N)C3=O)N1CC1C2N1C (centres undefined) → P. falciparum M17LAP = 4%; ER stress rescue = /; human PMI inhibitors = /; Salmonella PhoP GFP = 16µM*; Siah-1 displacement = -4%; M1AAP inhibition = 1%; West Nile virus CPE = 0.2%; Yfh1-depleted yeast = i; XIAP antagonists = /
